Assay outcomes deposited in PubChem by several laboratories.
BioA inh: inhibitors of Mycobacterium tuberculosis BioA enzyme | purified M. tuberculosis BioA enzyme, plate reader | inhibition, % at 9.99 µM | actives 0.096% (n = 360,000) | AID 602481; in the data active means inhibition above about 40%
3CLpro inhibitor: SARS-CoV 3CLpro protease inhibition; inhibition, % at 6 µM; recombinant SARS-CoV 3CLpro, quenched FRET peptide cleavage; actives 0.14% (n = 290,000); P0C6X7; in the data active means inhibition above about 12%
Rv3671c inh: inhibitors of M. tuberculosis serine protease Rv3671c | P9WHR9 | inhibition, % at 5.96 µM | actives 0.048% (n = 320,000) | AID 2606; in the data active means inhibition above about 38%;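 further: extracellular domain of Rv3671c used as enzyme; 0% = enzyme with DMSO and 100% = no enzyme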
Target sequence (P9WHR9 whole entry, looked up, the tested form may be a part): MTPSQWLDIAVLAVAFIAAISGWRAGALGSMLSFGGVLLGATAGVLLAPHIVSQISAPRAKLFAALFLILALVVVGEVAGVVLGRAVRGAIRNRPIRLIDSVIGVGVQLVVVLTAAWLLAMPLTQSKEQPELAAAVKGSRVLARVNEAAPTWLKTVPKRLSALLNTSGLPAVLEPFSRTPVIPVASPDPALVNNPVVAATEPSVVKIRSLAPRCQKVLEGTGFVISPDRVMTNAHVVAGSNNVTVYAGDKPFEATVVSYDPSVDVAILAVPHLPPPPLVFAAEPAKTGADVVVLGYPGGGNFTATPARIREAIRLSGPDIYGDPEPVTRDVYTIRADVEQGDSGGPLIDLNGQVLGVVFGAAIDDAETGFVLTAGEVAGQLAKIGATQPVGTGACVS
BH1578 lux ind: induces V. cholerae light production without autoinducers; V. cholerae BH1578 lux reporter, luminescence, 6 h; activation, % at 18.7 µM; actives 0.16% (n = 350,000); AID 588436; in the data active means activation mostly above about 9.7%, no sharp cut-off; further: not every result past the cut was called active; inactives centre near 0; reference of the scale not given here
MazEF act: activators of E. coli MazEF toxin-antitoxin RNase; P0AE70; FAM/BHQ RNA-DNA oligo cleavage fluorescence, 5 h; activation, % at 20 µM; actives 0.32% (n = 350,000); AID 504720; in the data active means activation above about 50%
Target sequence (P0AE70 whole entry, looked up): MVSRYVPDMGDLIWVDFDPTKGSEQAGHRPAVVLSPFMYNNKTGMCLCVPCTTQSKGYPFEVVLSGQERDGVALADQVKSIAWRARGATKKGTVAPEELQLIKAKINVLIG
SSB-PriA inh: K. pneumoniae PriA-SSBct interaction inhibition. AlphaScreen SSBct-PriA binding, biotinylated peptide. inhibition, % at 33 µM. actives 0.6% (n = 430,000); in the data active means inhibition mostly above about 37%, no sharp cut-off; inactive means mostly below about 20%;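 further: plate controls were negative control peptide for no effect and reference peptide for full effect; strong numbers were not always called active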
VHR inh abs: inhibitors of human VHR1 phosphatase (DUSP3); recombinant VHR phosphatase, pNPP absorbance; inhibition, % at 13.3 µM; actives 0.52% (n = 290,000); in the data active means inhibition above about 50%; further: some compounds called inactive have numbers as strong as hits
Target sequence (P51452 whole entry, looked up): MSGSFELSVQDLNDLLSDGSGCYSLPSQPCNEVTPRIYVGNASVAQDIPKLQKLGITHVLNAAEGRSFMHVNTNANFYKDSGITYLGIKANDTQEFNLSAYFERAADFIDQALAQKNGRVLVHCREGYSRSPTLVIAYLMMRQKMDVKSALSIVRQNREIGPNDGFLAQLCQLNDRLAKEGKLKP
Mtb UGM inh: Mtb UDP-galactopyranose mutase inhibition. P9WIQ1. purified UGM, fluorescence polarization probe displacement. inhibition, % at 10 µM. actives 0.06% (n = 320,000). AID 504406; in the data active means inhibition above about 10%, passing the limit was not always enough
FBA Mtb inh: inhibits M. tuberculosis FBA enzyme | inhibition, % at 1 µM | purified M. tuberculosis FBA, fluorescence read-out | actives 2.3% (n = 360,000); in the data active means inhibition above about 27%;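 further: 0% = vehicle and 100% = reference inhibitor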
Target sequence (P9WQA3 whole entry, looked up): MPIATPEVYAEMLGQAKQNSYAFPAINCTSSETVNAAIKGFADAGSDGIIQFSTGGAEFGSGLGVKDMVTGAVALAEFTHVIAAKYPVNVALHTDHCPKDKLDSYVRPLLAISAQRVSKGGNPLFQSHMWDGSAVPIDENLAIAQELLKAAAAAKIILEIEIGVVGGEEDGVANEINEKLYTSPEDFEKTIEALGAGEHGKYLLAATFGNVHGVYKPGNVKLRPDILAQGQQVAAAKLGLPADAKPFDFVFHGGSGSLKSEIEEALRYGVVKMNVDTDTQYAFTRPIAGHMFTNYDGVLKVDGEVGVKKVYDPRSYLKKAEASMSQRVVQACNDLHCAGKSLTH
GDH-TPI inh: inhibits GDH-TPI coupling enzymes, artifact for Mtb FBA screen; actives 1.2% (n = 360,000); GDH-TPI coupled enzyme counterscreen, NADH absorbance; inhibition, % at 4.8 µM; in the data active means inhibition above about 30%;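 further: 0% = DMSO wells and 100% = wells lacking the enzyme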
Numbers without * were called inactive; i = inactive; x = no result given; & = joins results of further samples. Not all compounds are listed; count on the stated rates, not on these rows.

The line under a structure holds: BioA inh | 3CLpro inhibitor | Rv3671c inh | BH1578 lux ind | MazEF act | SSB-PriA inh | VHR inh abs | Mtb UGM inh | FBA Mtb inh | GDH-TPI inh
- CCCCOc1cccc(C(=O)NC(=S)Nc2cccnc2)c1
 : 1.4 | 3 | -4 | i | -3 | -2 | -7 | -0.3 | -2 | -2
- CCN(Cc1ccccc1)C(=O)Cn1cnc2c1c(=O)n(C)c(=O)n2C
 : -1.6 | 0 | -4 | -1.7 | -9 | -24 | -4 | 0.6 | -2 | 6
- Cc1cc(=O)n2nc(N3CCC(C(=O)NCCc4ccccc4)CC3)sc2n1
 : 2.9 | -1 | 12 | x | 6 | -10 | 11 | 0.9 | -8 | -3
- O=Cc1ccc2c(c1)OCCOCCOCCOCCO2
 : -0.3 | x | x | -0.7 | 8 | x | x | x | -1 | 11
- O=C(O)c1nc2ccccc2nc1C(=O)O
 : -0.4 | -7 | 3 | -0.3 | 11 | 1 | 22 | 3.9 | -3 | 9
- O=C(/C=C/c1ccc(S(=O)(=O)N2CCOCC2)cc1)NCCc1ccc(C(F)(F)F)cc1
 : 0.0 | x | -17 | i | 6 | -7 | x | 0.1 | -1 | 10
- CCOC(=O)C1=CC[C@]2(C)c3c(c4ccccc4n3C)C(=O)C1N2C
 : -0.3 | x | 7 | 0.4 | 1 | 2 | x | 1.0 | -2 | 6
- Cc1nc2ccc(NS(=O)(=O)c3ccccc3Cl)cc2s1
 : 0.7 | x | 7 | 0.7 | -3 | 10 | x | 1.0 | -1 | 18
- CC(=O)Nc1ccc(S(=O)(=O)Nc2cccc3[nH]ncc23)cc1
 : x | -3 | 6 | -0.2 | 4 | 6 | -2 | 1.4 | 4 | -5
- COc1ccc2c(COC(=O)CNS(=O)(=O)c3ccccc3)cc(=O)oc2c1
 : -0.4 | x | 2 | -0.4 | 0 | -2 | x | 1.8 | 119* | 14
- COc1ccc(NC(=O)C2(C)Cc3c(-c4ccc(NC(C)=O)cc4)ccnc3O2)cn1 (centres undefined)
 : 7.9 | x | x | -0.4 | x | x | x | x | 6 | 2
- CC1(C)CC(=O)C(C2NCCc3ccccc32)=C(O)C1 (centres undefined)
 : 0.4 | -2 | 9 | -1.0 | 0 | -15 | 12 | -1.7 | 0 | -2
- C/C(=N\Nc1cc(C)nc(NCc2ccccc2)n1)c1ccc([N+](=O)[O-])cc1
 : -1.3 | -2 | 1 | -1.0 | -8 | x | 25 | -1.1 | -1 | 10
- CCOC(=O)C1(Cc2cccc(Cl)c2)CCCN(C2CCN(C(C)=O)CC2)C1 (centres undefined)
 : 1.2 | 0 | -3 | i | -7 | 4 | 9 | -1.1 | -2 | -5
- COc1ccc(C(=O)NCc2nnc(SCC(=O)N3CCCC3)o2)cc1
 : -0.4 | 0 | 5 | -0.4 | -11 | -8 | -42 | -1.3 | -1 | -8
- O=C(NC1CCCCCCC1)c1cccnc1
 : 3.9 | -4 | 1 | i | -14 | -4 | 1 | -1.4 | -1 | 9
- Clc1cccc(-c2nnc(-c3ccccc3)o2)c1
 : -0.7 | 4 | -13 | -0.6 | 3 | -17 | 6 | -0.3 | -1 | -6
- CCCCOC(=O)c1ccccc1C(=O)OCc1ccccc1
 : 1.3 | x | 0 | -0.1 | -8 | -40 | x | 0.6 | 2 | 9
- COc1cccc(C(c2nnnn2CS(=O)(=O)c2ccc(C)cc2)N2CCN(C)CC2)c1OC (centres undefined)
 : -0.7 | 1 | -8 | -7.7 | 9 | -1 | -4 | 1.7 | -4 | 2
- O=C(NCCCN1CCOCC1)c1ccc(S(=O)(=O)Nc2cccc(C(F)(F)F)c2)cc1
 : -1.1 | x | 5 | i | 1 | -4 | x | 0.2 | 1 | 2

Single records (already shown). Screens in order: BioA inh | 3CLpro inhibitor | Rv3671c inh | BH1578 lux ind | MazEF act | SSB-PriA inh | VHR inh abs | Mtb UGM inh | FBA Mtb inh | GDH-TPI inh
CCCCOc1cccc(C(=O)NC(=S)Nc2cccnc2)c1 in the list: 1.4 | 3 | -4 | i | -3 | -2 | -7 | -0.3 | -2 | -2
CCOC(=O)C1(Cc2cccc(Cl)c2)CCCN(C2CCN(C(C)=O)CC2)C1 (centres undefined) in the list: 1.2 | 0 | -3 | i | -7 | 4 | 9 | -1.1 | -2 | -5

More results:
The line under a structure holds: BioA inh | 3CLpro inhibitor | Rv3671c inh | BH1578 lux ind | MazEF act | SSB-PriA inh | VHR inh abs | Mtb UGM inh | FBA Mtb inh | GDH-TPI inh
- Cc1nc2c(=O)[nH]c(=S)n(C)c2nc1C
 : x | -7 | 1 | i | 1 | -7 | 4 | -2.8 | -3 | 18
- CC(C)c1ccc(NC(=O)CSc2nnc(CN3CCOCC3)n2C)cc1
 : 1.7 | -2 | -8 | 0.2 | 6 | -19 | 31 | 0.3 | 0 | 3
- CCOC(=O)[C@H]1[C@H]2COc3ccc(OC)cc3[C@@H]2N2C(=O)c3cc(C)ccc3NC(=O)[C@@]12C
 : 0.2 | x | -2 | 0.3 | 8 | -11 | x | -1.9 | 1 | 5
- O=C(Nc1cccc(Br)c1)c1ccn[nH]1
 : -0.6 | 1 | -9 | -5.3 | 1 | -19 | 19 | 1.7 | 0 | -8
- COc1ccc(S(=O)(=O)N2CCCCC2)cc1NC(=O)CCc1cc(OC)c(OC)c(OC)c1
 : -0.9 | x | x | 2.8 | 0 | -1 | x | x | 0 | 9
- COc1ccc(Cc2nnc3sc(SCC(=O)Nc4ccccc4)nn3c2=O)cc1OC
 : -0.5 | x | -1 | -0.5 | 3 | 9 | x | 0.1 | -1 | 10
- CCN(C(=O)CSc1nc2cc(C(=O)O)ccc2c(=O)n1Cc1ccccc1)c1ccccc1
 : 21 | 6 | -18 | i | 0 | -14 | -2 | 0.3 | 2 | 3
- COc1cc(OC)c(OC)cc1/C=C/C(=O)c1ccc(NS(=O)(=O)c2ccc(C)cc2)cc1
 : 0.6 | 2 | -24 | -0.2 | -20 | 0 | 2 | -2.1 | -7 | 4
- CC1(c2ccc3c(c2)OCO3)NC(=O)N(CC(=O)Nc2ccccc2)C1=O (centres undefined)
 : -0.6 | x | x | -2.8 | 2 | -1 | x | x | 2 | -1
- CCOC(=O)c1c(CN2CCOCC2)n(-c2ccccc2)c2cc(Br)c(OC)cc12
 : 0.8 | -8 | -6 | x | -4 | -12 | 24 | 2.9 | -3 | 13
- CC(C)(C)OC(=O)N1CCCN(C(=O)Nc2ccc(C(F)(F)F)cc2)CC1
 : 3.9 | -4 | 0 | i | 4 | -8 | -18 | 0.2 | 3 | 1
- CCOC(=O)Cc1csc(NC(=O)CSc2nc(N)c3c(C)c(C)sc3n2)n1
 : -1.0 | 0 | -56 | i | 8 | -1 | 50* | 1.4 | -4 | 8
- Cc1nn(C(=O)Cn2ccc([N+](=O)[O-])n2)c(C)c1Cl
 : 0.2 | -2 | 6 | i | 2 | 0 | x | -3.2 | 3 | 11
- COc1ccc(CN2CCN(C(=O)c3ccc(S(=O)(=O)N4CCCCCC4)cc3)CC2)cc1F
 : -0.6 | x | x | i | -5 | 6 | x | x | -1 | -4
- Cc1cc(C)cc(C(=O)OCC(=O)NC2CCCC2)c1
 : -0.2 | 0 | 4 | 1.2 | 2 | -1 | x | 2.8 | -2 | -11
- CC(=O)Nc1nn(CC(C)C)c2nc3ccc(C)cc3cc12
 : -2.0 | x | x | -0.4 | -1 | x | x | x | 2 | 8
- CC/C(=N/Nc1ccccc1)c1cnnc(SC)n1
 : -1.0 | -2 | -8 | i | 21 | x | 16 | 1.4 | 0 | 15
- NS(=O)(=O)c1ccc(-c2cccc(/C=C3\SC(=O)NC3=O)c2)cc1
 : 1.3 | -1 | -14 | -4.5 | -3 | 5 | 25 | -0.2 | -1 | 29
- O=C(CCn1c(=O)[nH]c2ccccc2c1=O)NCCCN1CCN(c2cccc(Cl)c2)CC1
 : -2.2 | -1 | 6 | -11 | -8 | -1 | 17 | -1.1 | 1 | -8
- Cn1c(=N)n(CC(=O)c2ccc(Cl)c(Cl)c2)c2ccccc21
 : 0.8 | 0 | -1 | i | 19 | -16 | 20 | 0.8 | 2 | 0

3 of these compounds in a different format:
O=C(O)c1nc2ccccc2nc1C(=O)O
  BioA inh = -0.4 | 3CLpro inhibitor = -7 | Rv3671c inh = 3 | BH1578 lux ind = -0.3 | MazEF act = 11 | SSB-PriA inh = 1 | VHR inh abs = 22 | Mtb UGM inh = 3.9 | FBA Mtb inh = -3 | GDH-TPI inh = 9
O=C(/C=C/c1ccc(S(=O)(=O)N2CCOCC2)cc1)NCCc1ccc(C(F)(F)F)cc1
  BioA inh = 0.0 | 3CLpro inhibitor = x | Rv3671c inh = -17 | BH1578 lux ind = i | MazEF act = 6 | SSB-PriA inh = -7 | VHR inh abs = x | Mtb UGM inh = 0.1 | FBA Mtb inh = -1 | GDH-TPI inh = 10
CCOC(=O)C1=CC[C@]2(C)c3c(c4ccccc4n3C)C(=O)C1N2C
  BioA inh = -0.3 | 3CLpro inhibitor = x | Rv3671c inh = 7 | BH1578 lux ind = 0.4 | MazEF act = 1 | SSB-PriA inh = 2 | VHR inh abs = x | Mtb UGM inh = 1.0 | FBA Mtb inh = -2 | GDH-TPI inh = 6

Further results follow:
The line under a structure holds: BioA inh | 3CLpro inhibitor | Rv3671c inh | BH1578 lux ind | MazEF act | SSB-PriA inh | VHR inh abs | Mtb UGM inh | FBA Mtb inh | GDH-TPI inh
- FC(F)c1nc2ccccc2[nH]1
 : x | 0 | -6 | 0.2 | 2 | -8 | 15 | -1.5 | -1 | -2
- Cc1oc2c(CN3CCC(C)CC3)c(O)ccc2c(=O)c1-c1ccccc1
 : 1.5 | -1 | 2 | i | -14 | 1 | 7 | 3.5 | 181* | 15
- COc1ccc(-n2nnc3c(=O)n(CC(=O)Nc4cc(C)on4)cnc32)cc1OC
 : x | 1 | 4 | i | 18 | 17&-5 | 14 | -0.5 | 4 | -4
- COc1cc(OC)cc(C(=O)O/N=C(\N)c2cccc(C)c2)c1
 : -2.4 | 4 | 3 | -1.0 | 0 | i | 2 | 3.2 | 2 | 10
- COc1ccc(/C=C/C(=O)OCC(=O)N2CC(=O)Nc3ccccc32)cc1S(=O)(=O)N1CCOCC1
 : 1.5 | 5 | -6 | -0.1 | -1 | 0 | 6 | 4.2 | -5 | 0
- COc1ccc(/C=C/C(=O)NCCCNC(=O)/C=C/c2ccc(OC)c(OC)c2)cc1OC
 : -0.3 | x | 7 | -0.3 | 5 | 1 | x | -2.6 | 1 | 24
- Cc1ccccc1C(=O)c1c[nH]c(C(=O)NCc2ccco2)c1
 : -1.3 | -4 | 6 | 0.7 | 12 | -4 | 34 | 0.2 | -2 | -2
- O=C(Nc1ccc(Oc2ccc(NC(=O)c3ccco3)c(NC(=O)c3ccco3)c2)cc1)c1ccco1
 : -0.5 | 2 | -49 | i | -4 | 13 | 13 | 0.3 | 2 | -2
- Cc1cc(C(=O)C(=O)O)c(C)n1-c1ccc(Cl)cc1
 : -0.1 | 4 | -2 | -0.2 | -3 | -8 | 12 | -1.9 | -3 | 4
- Cc1ccc(C(=O)NCC(=O)NCC(c2ccco2)N2CCCCC2)cc1C (centres undefined)
 : -0.3 | x | x | -0.9 | -12 | -11 | x | x | 5 | 6
- CC(C)c1nc2ccccc2n1CCC(=O)O
 : -3.7 | -3 | -5 | i | 6 | 6&-7 | 15 | 3.7 | 2 | 1
- CN(C)c1ccc(/C=N/N(CCO)C2=NS(=O)(=O)c3ccccc32)cc1
 : x | -4 | -199 | i | -570 | x | 13 | -1.3 | -1 | 17
- CN(CC(=O)Nc1ccc(Cl)c(C(F)(F)F)c1)C(=O)c1cccs1
 : -1.0 | x | -12 | i | 2 | -8 | x | 0.7 | -2 | -1

4 entries from above, tab-delimited.
molecule	BioA inh	3CLpro inhibitor	Rv3671c inh	BH1578 lux ind	MazEF act	SSB-PriA inh	VHR inh abs	Mtb UGM inh	FBA Mtb inh	GDH-TPI inh
Cc1cc(C(=O)C(=O)O)c(C)n1-c1ccc(Cl)cc1	-0.1	4	-2	-0.2	-3	-8	12	-1.9	-3	4
Cc1ccc(C(=O)NCC(=O)NCC(c2ccco2)N2CCCCC2)cc1C (centres undefined)	-0.3	x	x	-0.9	-12	-11	x	x	5	6
CC(C)c1nc2ccccc2n1CCC(=O)O	-3.7	-3	-5	i	6	6&-7	15	3.7	2	1
CN(C)c1ccc(/C=N/N(CCO)C2=NS(=O)(=O)c3ccccc32)cc1	x	-4	-199	i	-570	x	13	-1.3	-1	17
